BRCT inh red: disrupts BRCA1 BRCT binding to phosphoprotein, red fluorophore readout. Potency, µM (doses to about 76.9 µM), for inactives: at the highest dose activity change, negative = inhibition, most hits filed as inhibitors. actives 0.03% (n = 75,000). BRCT-phosphopeptide binding, red fluorescence polarization. P38398; also: % is scaled to controls: 0 for no effect and ±100 for the full control effect
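Rhodamine-labelled pBACH1 10-mer (100 nM) bound to BRCT domain (100 nM) at pH 7.3; compounds incubated 12 min room temperature, polarization read. Free peptide defines full inhibition; unlabelled decapeptide titrated as control.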
HEK293 cAMP ctrl: parental HEK293 cAMP activation (counter-screen); parental HEK293 CNG cAMP sensor, membrane potential fluorescence; Potency, µM (titrated, usually from 57.1 µM), without a hit: at the top dose activation, most hits filed as activators; actives 2.5% (n = 73,000); AID 938; also: potency is read from the fitted curve at half-maximal effect; % of control where 0% means no effect; nearly all actives have a fitted effect of over 55% in size
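Parental HEK 293 cells stably expressing a cAMP-gated CNG channel were loaded with membrane potential dye containing 100 uM RO 20-1724 for 60 min. Compound added for 30 min; depolarization read as fluorescence intensity at 590 nm.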
BRCT PPI green: inhibitors of human BRCA1 BRCT-phosphoprotein interaction (green fluorophore). P38398. BRCA1 BRCT-phosphopeptide binding, green fluorescence polarization. Potency, µM (top dose mostly 76.9 µM), without a hit: top-dose activity change, negative = inhibition, most hits filed as inhibitors. actives 0.05% (n = 75,000);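 also: potency is read from the fitted curve at half-maximal effect; plate controls were peptide without protein for full effect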
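Compounds were incubated for 12 min at room temperature with a complex of 100 nM fluorescein-tagged pBACH1 decapeptide and 250 nM His-tagged BRCT protein. Buffer was phosphate pH 7.3 with EDTA, DTT and Tween 20. Disruption of binding lowers the polarization signal.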
USP2a inhib: USP2a (human) protease inhibition; O75604; USP2a enzymatic assay, qHTS inhibition; Potency, µM (doses to about 38.3 µM), for the others: at the highest dose activity change, negative = inhibition, usual class: inhibitors; actives 0.1% (n = 60,000);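 also: potency is read from the fitted curve at half-maximal effect; nearly all actives have a fitted effect of over 60% in size; plate controls were DMSO for no effect and NEM full inhibition control for full effect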
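Coupled readout: USP2-cleaved Ub-PLA2 (20nM final) turns over NBD C6-HPC (20uM final), Ex 460nm/Em 535nm after 2.5 h, time-zero read flagging artifacts. Enzyme (20nM final, pH 8.0 Tris) given 30 min RT with compound first; NEM defines full inhibition.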
Tau filament bind: binds recombinant human tau filaments; Potency, µM (titrated, usually from 57.1 µM), inactives show at the top dose activity change, negative = inhibition; AID 596; P10636; recombinant tau filaments, thioflavin S fluorescence, 15 h; filaments grown with octadecylsulfate alongside compound; actives 2% (n = 71,000);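 also: potency is read from the fitted curve at half-maximal effect; % is scaled to controls: 0 for no effect and ±100 for the full control effect; actives lower thioflavin S fluorescence by blocking filaments or displacing dye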
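Read-out: ThS fluorescence, 450 nm excitation/510 nm emission; lower signal marks blocked filament formation or displaced dye. Tau at 1 uM with 30 uM ODS, 10 uM ThS, 5 mM DTT, 100 mM NaCl, 10 mM HEPES pH 7.4; 15 h, 37 C.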
ALOX15 inhib: blocks human 15-lipoxygenase activity | actives 1.4% (n = 74,000) | Potency, µM (doses to about 57.1 µM), without a hit: at the highest dose activity change, negative = inhibition, hits mostly inhibitors | P16050 | purified 15hLO-1, xylenol orange hydroperoxide absorbance; also: potency is read from the fitted curve at half-maximal effect; % is scaled to controls: 0 for no effect and ±100 for the full control effect; nearly all actives have a fitted effect of over 55% in size
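Purified human 15hLO-1 (40 nM final) in 25 mM Hepes pH 7.5, 0.01% Triton X-100 was preincubated with compound 15 min at room temperature, then reacted 6 min with 50 uM arachidonic acid; hydroperoxide detected by Fe-XO, 573/405 nm absorbance ratio.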
Casp1 inh: caspase-1 (human) inhibition, allosteric or competitive; Potency, µM (series often up to 57.5 µM), without a hit: at the highest dose activity change, negative = inhibition, usual class: inhibitors; actives 0.03% (n = 75,000); P29466; Caspase-1 enzyme, Ac-WEHD-AFC fluorogenic rate;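 also: potency is read from the fitted curve at half-maximal effect; plate controls were vehicle for no effect and no substrate for full effect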
Target sequence (P29466 120-297 limits assumed): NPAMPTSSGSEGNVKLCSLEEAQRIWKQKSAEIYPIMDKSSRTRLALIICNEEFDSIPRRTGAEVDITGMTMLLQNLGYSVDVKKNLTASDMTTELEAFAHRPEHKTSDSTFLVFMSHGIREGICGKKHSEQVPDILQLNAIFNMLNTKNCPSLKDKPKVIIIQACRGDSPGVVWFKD
Target sequence (P29466 317-404 limits assumed): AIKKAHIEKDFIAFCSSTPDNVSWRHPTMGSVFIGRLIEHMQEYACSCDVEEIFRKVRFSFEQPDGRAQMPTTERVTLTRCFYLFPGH
Rhodamine fluor: compound autofluorescence in rhodamine spectral region | max dye-equivalent concentration, M | actives 0.05% (n = 59,000) | Rhodamine-region fluorescence, 547/598 nm, Tris buffer; hits give high values; in the data active = max dye-equivalent concentration above about 11 nM; inconclusive = between about 1.1 nM and that limit
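Steps: pin-transfer compounds into pH 8.0 Tris (100 mM), hold 15 min at room temperature, image with a 547/598 nm filter pair, and convert intensities to rhodamine-equivalent concentration using a six-point on-plate rhodamine series.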
HADH2 inhib: inhibitors of human HADH2 dehydrogenase; actives 3.4% (n = 73,000); recombinant HADH2, NADH fluorescence, beta-hydroxybutyryl-CoA; AID 886; Potency, µM (top dose mostly 57.1 µM), without a hit: at the top dose activity change, negative = inhibition, actives largely listed as inhibitors; also: potency is read from the fitted curve at half-maximal effect; % is scaled to controls: 0 for no effect and ±100 for the full control effect; nearly all actives have a fitted effect of over 60% in size; many of its hits are not listed in these tables
Target sequence (Q99714 whole entry, looked up, one chain of several): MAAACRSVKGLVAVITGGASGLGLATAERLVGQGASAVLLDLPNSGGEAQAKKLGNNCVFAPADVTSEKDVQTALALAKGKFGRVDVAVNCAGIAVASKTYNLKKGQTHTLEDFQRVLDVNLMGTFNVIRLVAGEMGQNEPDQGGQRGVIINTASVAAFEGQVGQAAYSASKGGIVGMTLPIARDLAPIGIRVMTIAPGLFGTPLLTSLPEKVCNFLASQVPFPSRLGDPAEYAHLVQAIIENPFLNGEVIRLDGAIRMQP
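Buffer 100 mM Tris-HCl pH 9.0/0.01% Tween-20; HADH2 20 nM; NAD+ 1 mM; beta-hydroxybutyryl-CoA 90 uM (all final). 15 min cpd preincubation, RT.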
Pol III holo inh: blocks replication by bacterial DNA polymerase III holoenzyme; reconstituted DNA polymerase III holoenzyme replication, biochemical; Potency, µM (doses to about 57.1 µM), for the others: at the highest dose activity change, negative = inhibition; actives 0.25% (n = 71,000); AID 603; also: potency is read from the fitted curve at half-maximal effect; % is scaled to controls: 0 for no effect and ±100 for the full control effect
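Reconstituted *E. coli* holoenzyme (0.35 nM Pol III, 1 nM beta, 154 nM SSB, 2 nM primase) was preincubated with compound for 15 min at RT. Synthesis on 1.4 nM ssM13Gori ran 35 min, then was stopped with PicoGreen/EDTA and read as dsDNA fluorescence.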
Casp7 inh: allosteric or competitive inhibitors of human caspase-7; recombinant caspase-7, Ac-DEVD-AFC fluorescence rate; Potency, µM (doses to about 57.5 µM), for the others: at the highest dose activity change, negative = inhibition, hits mostly inhibitors; actives 0.02% (n = 75,000); active = well fitted inhibition curve with a large enough effect in the main read-out, with a control signal flat, not every such curve was filed as active; inconclusive = small, poorly fitted or top-dose-only effect, or a change in a side signal; also: potency is read from the fitted curve at half-maximal effect; % of control where 0% means no effect
Target sequence (P55210 24-198 limits assumed): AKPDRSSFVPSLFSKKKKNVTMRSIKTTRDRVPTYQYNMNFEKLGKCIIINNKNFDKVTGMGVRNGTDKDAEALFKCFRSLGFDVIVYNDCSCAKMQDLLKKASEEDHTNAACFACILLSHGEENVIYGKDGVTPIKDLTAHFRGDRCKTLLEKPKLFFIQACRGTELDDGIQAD
Target sequence (P55210 207-303 limits assumed): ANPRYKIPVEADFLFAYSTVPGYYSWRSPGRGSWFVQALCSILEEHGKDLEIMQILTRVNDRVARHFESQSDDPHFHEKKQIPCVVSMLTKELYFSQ
Active calls of the source: *; i = inactive; ? = inconclusive; . = no result given; [ ] = remark or other dose. Unless noted, calls follow the shape of the dose curve; as a rule, active = well fitted curve in the direction sought with a large enough effect; inconclusive = small, poorly fitted or top-dose-only effect, or another doubt; inactive = no such curve, though single readings can be large; an effect the other way counts as inactive or inconclusive. These rows are one share of the data; count on the stated rates, not on these rows.

SMILES	BRCT inh red	HEK293 cAMP ctrl	BRCT PPI green	USP2a inhib	Tau filament bind	ALOX15 inhib	Casp1 inh	Rhodamine fluor	HADH2 inhib	Pol III holo inh	Casp7 inh
Cc1ccccc1-c1nccc(-n2ccnc2)n1	0.6%	-4%	2.4%	-10%	2%	?	-1%	i	?	-16%	1%
CCN(CC)c1ccc(NC(=O)c2ccc(Br)o2)c(C)c1	0.0%	17%	-0.5%	-9%	?	?	-1%	i	-12%	-2%	-2%
C=C(C)COc1ccc(-c2[nH]ncc2Oc2cccc(OC)c2)c(O)c1	1.0%	-2%	3.7%	?	44%	-26%	-5%	i	-24%	-7%	-7%
O=c1[nH]c(NCc2ccccc2)nc2c1CCC2	-0.5%	2%	0.3%	6%	0%	8%	-2%	i	2%	-1%	-1%
COCCSc1nnc(NC(=O)CSc2ccccc2)s1	0.4%	0%	-1.2%	2%	-2%	3%	0%	i	-3%	-5%	-1%
COc1cccc(C2=NC(C)(C)NC(c3ccccc3O)C2)c1 (stereo not drawn)	-0.1%	3%	4.9%	47%[activator]	-11%	32µM*	?	i	-16%	-3%	-21%
CCOC(=O)C1CCCCN1C(=O)CCc1c(C)nc2ncnn2c1C (stereo not drawn)	0.2%	11%	-1.7%	-1%	6%	11%	2%	i	9%	2%	0%
O=C(O)C1CC=CCC1C(=O)Nc1cccc(Cl)c1Cl (stereo not drawn)	-1.6%	-4%	-0.2%	.	.	-2%	-2%	.	1%	.	0%
COc1cc2c(cc1OC)C(c1ccc(N(C)C)cc1)CC(=O)N2 (stereo not drawn)	-0.2%	-4%	-1.4%	7%	-2%	-9%	1%	i	4%	0%	-3%
COc1ccc(C(O)Cc2nc3ccccc3n2C)cc1OC (stereo not drawn)	-0.3%	-3%	-1.2%	-2%	13%	0%	-1%	.	5%	-5%	0%
O=S(=O)(c1ccccc1)N1CCC[C@@]2(CCN(Cc3nccs3)C2)C1	0.0%	?	-1.1%	21%	12%	3%	0%	i	14%	-1%	-3%
Cc1onc(-c2ccccc2)c1C(=O)Nc1nnc(-c2ccncc2)s1	-0.3%	-1%	2.7%	7%	4%	-4%	-2%	i	13µM*	0%	-1%
Cc1ccc(-c2noc(CCC(=O)N3CCCc4ccccc43)n2)cc1	-0.4%	?	1.1%	2%	3%	-15%	-1%	i	-3%	-1%	-12%
CCOc1cccc(NC(=O)CSc2nncn2N)c1	0.1%	-7%	-0.8%	9%	-12%	13%	1%	i	10%	-1%	-2%
Cc1ccc2c(c1)C(N1CCCC1=O)CC(c1ccco1)N2 (stereo not drawn)	1.4%	6%	-0.4%	-4%	3%	-27%	-3%	i	-2%	-1%	-3%
CC(=O)Nc1ccccc1OCC(=O)c1ccc2c(c1)OCO2	-2.9%	13%	-1.3%	14%	86%	3%	2%	i	-9%	2%	0%
CC(O)COC(C)(C)C (stereo not drawn)	0.9%	-8%	-3.3%	.	-4%	4%	-2%	.	-3%	-3%	-1%
C=CCn1cnc2c(NCc3ccccc3)ncnc21	0.8%	1%	-1.5%	0%	4%	6%	-1%	i	4%	-2%	-2%
COc1cc(C(=O)Nc2ccc(NC(=O)c3ccco3)nc2)cc(OC)c1OC	-0.6%	?	-1.2%	24%	18%	-2%	-1%	i	-9%	-3%	-1%
COc1cc(C(=O)OCC(=O)c2cc(C)n(C)c2C)cc(NC(=O)c2ccco2)c1OC	-2.0%	?	-2.1%	21%	30%	-1%	0%	i	?	0%	-3%
Cc1ccc(NC(=O)Cn2nc(C)c3ccccc3c2=O)cc1F	-1.5%	13%	-3.4%	101%[activator]	5%	-3%	0%	i	10%	-3%	-1%
CCn1c(SCC(=O)Nc2cc(F)ccc2C)nnc1-c1ccccc1O	-0.1%	-6%	-0.8%	15%	5%	-2%	0%	i	2%	-2%	3%
CCOC(=O)c1cc2ccccc2nc1C	0.3%	11%	-2.1%	-5%	11%	-10%	-2%	i	4%	-3%	2%
Nc1ccccc1SCc1csc(-c2ccc(Cl)cc2)n1	0.3%[15.4 µM]	16%[11.4 µM]	-0.3%[15.4 µM]	.	15%[11.4 µM]	-10%[11.4 µM]	-4%[11.5 µM]	i	?	-7%[11.4 µM]	0%[11.5 µM]
c1ccc(-n2ncc3c(N4CCN(c5ccccn5)CC4)nc(N4CCOCC4)nc32)cc1	-0.1%	-2%	-3.6%	0%	28%	3%	1%	i	?	-2%	0%
CC(=O)NC1=C(OS(=O)(=O)c2ccc(C)cc2)CN(C)C1=O	-0.1%[15.4 µM]	-1%[11.4 µM]	-0.8%[15.4 µM]	.	6%[11.4 µM]	-9%[11.4 µM]	1%[11.5 µM]	i	2%[11.4 µM]	-11%[11.4 µM]	2%[11.5 µM]
Nc1nnc(SCC(=O)Nc2ccc(F)c(Cl)c2)n1-c1ccccc1	0.3%	3%	2.2%	41%[activator]	18%	-23%	-4%	i	72%[activator]	-1%	-4%
O=C1NCCN1CCNS(=O)(=O)c1ccc2ccccc2c1	-0.2%	10%	-0.6%	13%	-1%	-5%	3%	i	4%	-3%	-3%
Cn1c(C(=O)NCCc2ccsc2)cc2c(=O)n(C)c3ccccc3c21	-0.3%	7%	-1.2%	.	i	4%	-2%	.	11%	-10%	-4%
Cc1nc2ccccc2c2oc(C(=O)N3CCc4ccccc43)cc12	-1.8%	10%	-2.7%	.	49%	-2%	-1%	.	-1%	-3%	-1%

In the list so far, these have a Cl atom:
SMILES	BRCT inh red	HEK293 cAMP ctrl	BRCT PPI green	USP2a inhib	Tau filament bind	ALOX15 inhib	Casp1 inh	Rhodamine fluor	HADH2 inhib	Pol III holo inh	Casp7 inh
O=C(O)C1CC=CCC1C(=O)Nc1cccc(Cl)c1Cl (stereo not drawn)	-1.6%	-4%	-0.2%	.	.	-2%	-2%	.	1%	.	0%
Nc1ccccc1SCc1csc(-c2ccc(Cl)cc2)n1	0.3%[15.4 µM]	16%[11.4 µM]	-0.3%[15.4 µM]	.	15%[11.4 µM]	-10%[11.4 µM]	-4%[11.5 µM]	i	?	-7%[11.4 µM]	0%[11.5 µM]
Nc1nnc(SCC(=O)Nc2ccc(F)c(Cl)c2)n1-c1ccccc1	0.3%	3%	2.2%	41%[activator]	18%	-23%	-4%	i	72%[activator]	-1%	-4%

Later entries
SMILES	BRCT inh red	HEK293 cAMP ctrl	BRCT PPI green	USP2a inhib	Tau filament bind	ALOX15 inhib	Casp1 inh	Rhodamine fluor	HADH2 inhib	Pol III holo inh	Casp7 inh
O=c1[nH]c2c(s1)C(c1ccco1)C1C3CCC(C3)C1S2 (stereo not drawn)	-2.5%	30%	7.1%	16%	38%	-19%	?	i	1.6µM*	-1%	-23%
O=C(NCC1CCCO1)C1CC(c2ccc(Cl)c(Cl)c2)=NO1 (stereo not drawn)	0.4%	6%	0.2%	10%	0%	-9%	1%	i	6%	-3%	1%
COc1cccc(-c2cncnc2NCc2ccc(OC)cc2OC)c1	1.3%	16µM*	4.3%	-7%	-5%	5%	-3%	i	-23%	9%	-1%
O=C(Cn1cnc2ccccc2c1=O)N(Cc1ccco1)c1ccc(O)cc1	-0.8%	-11%	-0.6%	.	.	1%	0%	.	4%	.	-1%
Cc1ccc2c(c1[N+](=O)[O-])C(=O)c1ccccc1C2=O	-0.7%	-4%	-1.4%	.	-23%	4%	0%	.	0%	-4%	0%
O=C1C2C3C=CC(C3=C3CCCCC3)C2C(=O)N1c1ccccc1 (stereo not drawn)	0.3%	27%	-0.4%	-5%	-9%	3%	-1%	i	8%	-5%	-2%
Nc1nc(-c2ccco2)nn1C(=O)CCc1ccccc1	-1.8%	10%	-3.8%	5%	-6%	12%	0%	i	-14%	-8%	-1%
Cc1nnc2sc(-c3ccc(NC(=O)c4ccc(-c5ccc(Br)cc5)o4)cc3)nn12	2.1%	16%	7.3%	19%	i	7%	-2%	i	1%	-8%	-4%
O=C(CCN1CCOCC1)Nc1ccc2c(c1)N(C(=O)CN1CCOCC1)c1ccccc1CC2	1.4%	-13%	-1.2%	3%	1%	-2%	-6%	i	18%	-4%	-5%
CSc1nc(N2CCOCC2)c2c3c(sc2n1)CCCC3	-1.4%	?	1.0%	-15%	7%	-9%	-4%	i	2%	-5%	-5%
N#Cc1ccc(CSc2nnc(-c3ccccn3)n2-c2ccccc2)cc1	-0.5%	14%	-1.3%	9%	42%	11%	0%	i	-5%	-2%	0%
Cc1ccc2[nH]c(C)c(CN(C)C3CCN(C)CC3)c(=O)c2c1	2.2%	?	-0.7%	1%	2%	0%	1%	i	4%	-3%	-1%

Screening results as filed in PubChem.
